Assay outcomes as filed in PubChem.
DDE Tn7 FP inh – disrupts Tn7 cyclic peptide binding to fibrin D-Dimer-E complex. inhibition, % at 8.3 µM. P02675. AID 720508. hit rate 0.13% among 370,000. FP displacement of FITC-Tn7 peptide from fibrin DD(E); 0% = median of compound wells per plate;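 active means inhibition above the mean of compounds falling within the control limits plus 3 SD of them, cut at about 14% in these data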;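 further: 0% = plate median of compound wells and 100% = 10 µM Aha-Tn7 peptide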
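Also added: labelled Tn7 tracer, 0.1 µM; Assay system: human fibrin DD(E) protein; Amount: 2 µM fibrin DD(E); Schedule: 10 min compound pre-incubation, 3 h probe incubation at room temperature; Repeats: one replicate per compound; Read-out basis: percent inhibition; Measured by: fluorescence polarization of the labelled Tn7 tracer.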
ASAP1 GAP inh – inhibitors of human ASAP1 ArfGAP activity; Q9ULH1; hit rate 0.19% among 360,000; ASAP1-stimulated ARF1 GTP hydrolysis, GDP FP detection; AID 624377; inhibition, % at 16.5 µM; in the data active means inhibition above about 25%;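 further: 0% = vehicle with enzyme and substrate and 100% = no enzyme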
Target sequence (Q9ULH1 325-724 limits assumed): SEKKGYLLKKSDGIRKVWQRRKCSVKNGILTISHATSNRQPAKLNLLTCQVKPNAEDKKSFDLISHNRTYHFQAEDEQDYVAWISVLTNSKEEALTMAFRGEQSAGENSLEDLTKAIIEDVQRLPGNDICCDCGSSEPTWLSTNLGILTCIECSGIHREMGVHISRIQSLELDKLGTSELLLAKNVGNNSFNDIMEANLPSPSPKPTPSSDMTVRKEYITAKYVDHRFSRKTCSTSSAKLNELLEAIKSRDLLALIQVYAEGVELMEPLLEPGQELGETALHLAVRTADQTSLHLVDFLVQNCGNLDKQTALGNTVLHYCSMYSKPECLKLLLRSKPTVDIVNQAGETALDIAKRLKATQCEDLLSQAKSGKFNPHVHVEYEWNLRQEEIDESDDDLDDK
DDE Tn6 FP inh – inhibitors of Tn6 peptide binding to human fibrin DD(E) | Fibrin DD(E) TRITC-Tn6 fluorescence polarization displacement | inhibition, % at 8.3 µM | AID 720509 | hit rate 0.21% among 370,000 | P02675;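 active means inhibition above a per-campaign cutoff: mean of compounds within control limits plus 3 SD, cut at about 15% in these data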;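 further: 0% = median of all compound wells on the plate and 100% = blocking peptide control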
ADAM17 inh – inhibitors of human ADAM17. recombinant ADAM17, EDANS/DABCYL FRET peptide cleavage. inhibition, % at 6.95 µM. hit rate 0.83% among 370,000. AID 720648;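 active means inhibition above the mean of compounds lying between control limits plus 3 SD, set per campaign, cut at about 8.5% in these data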;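 further: 0% = DMSO-only wells as the low control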
Target sequence (P78536 215-824 limits assumed): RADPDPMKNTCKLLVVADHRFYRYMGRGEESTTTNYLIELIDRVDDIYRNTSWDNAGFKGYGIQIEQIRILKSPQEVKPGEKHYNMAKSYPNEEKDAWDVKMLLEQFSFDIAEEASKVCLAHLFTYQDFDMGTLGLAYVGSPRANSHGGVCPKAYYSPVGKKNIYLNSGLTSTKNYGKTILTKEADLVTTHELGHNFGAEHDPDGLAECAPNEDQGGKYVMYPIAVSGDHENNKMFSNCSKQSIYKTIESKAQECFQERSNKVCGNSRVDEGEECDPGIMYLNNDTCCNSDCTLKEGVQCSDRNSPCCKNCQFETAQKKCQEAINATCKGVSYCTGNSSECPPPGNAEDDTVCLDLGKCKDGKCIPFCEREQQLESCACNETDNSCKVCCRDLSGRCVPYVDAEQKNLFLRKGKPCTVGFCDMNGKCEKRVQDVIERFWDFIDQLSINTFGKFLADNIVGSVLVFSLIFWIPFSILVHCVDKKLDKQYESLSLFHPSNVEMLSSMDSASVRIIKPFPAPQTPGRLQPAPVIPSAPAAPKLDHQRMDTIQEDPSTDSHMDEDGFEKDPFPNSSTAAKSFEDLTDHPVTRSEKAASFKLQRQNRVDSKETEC
PLC-gamma1 inh – PLC-gamma1 (human) inhibition, primary screen; hit rate 0.84% among 370,000; inhibition, % at 12.2 µM; P19174; purified PLC-gamma1, fluorogenic substrate, fluorescence; in the data active means inhibition above about 9.5%
PLCb3 inh – blocks human PLC-beta3 enzyme activity | Q01970 | Purified PLC-beta3, fluorogenic substrate, fluorescence | inhibition, % at 12.2 µM | hit rate 0.18% among 370,000; in the data active means inhibition above about 11%;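 further: 0% = median of compound wells on plate and 100% = full blocker control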
KLK7 zymogen act – proKLK7 (human) activation, primary screen. P49862. AID 652039. hit rate 0.9% among 370,000. activation, % at 7 µM. purified proKLK7, EDANS-DABCYL substrate fluorescence; 100% is mature enzyme control, 0% vehicle;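 active means activation above the mean of all tested compounds plus 3 SD, computed per campaign excluding outliers beyond control limits, cut at about 13% in these data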
UHRF1 MBD2 ctr – human UHRF1 methylated DNA binding inhibitors; Q96T88; UHRF1 binding to methylated oligo, TR-FRET; inhibition, % at 4.4 µM; hit rate 0.75% among 370,000; in the data active means inhibition above about 21%;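 further: UHRF1 SRA domain binding a hemimethylated CpG hairpin DNA probe; 0% = median of test compound wells and 100% = reference inhibitor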
ARFGAP1 inhibitor – inhibitors of rat ARFGAP1. Arfgap1-stimulated ARF1 GTP hydrolysis, GDP FP detection. inhibition, % at 16.5 µM. Q62848. hit rate 0.26% among 360,000;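 active means inhibition above a per-plate limit, mean inhibition of low control wells plus 3 SD, cut at about 25% in these data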;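 further: 0% = DMSO wells with enzyme and 100% = wells lacking Arfgap1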
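Material – truncated rat Arfgap1 GAP domain · Buffer or medium – HEPES-based buffer, pH 7.5 · Reagent – human ARF1(Δ1-17)-GTP substrate · Dosing – 16.5 µM single point, 1.26% DMSO · Schedule – GTP hydrolysis reaction 2 h at 25 °C · Technique – GDP detection by fluorescence polarization · Benchmarks – No-Arfgap1 wells (100%) versus DMSO full-reaction wells (0%) · Repeats – single replicate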
MBD2 inh – MBD2-methylated oligo binding inhibition. hit rate 0.31% among 370,000. Q9UBB5. inhibition, % at 4.4 µM. TR-FRET, MBD2 binding to methylated oligonucleotide; in the data active means inhibition above about 13%
An asterisk follows results filed as active; i = inactive; . = not tested or not shown.

DDE Tn7 FP inh	ASAP1 GAP inh	DDE Tn6 FP inh	ADAM17 inh	PLC-gamma1 inh	PLCb3 inh	KLK7 zymogen act	UHRF1 MBD2 ctr	ARFGAP1 inhibitor	Structure	MBD2 inh
10	-11	10	4	4	8	0.4	1	-8	O=C(NCc1ccccc1)c1cc(C2CCCCN2S(=O)(=O)Cc2ccccc2)on1 (configuration not stated)	4
6	-5	-1	-1	1	-6	0.2	-2	6	N[C@@H](Cc1ccccc1)C(=O)N1CCC(C(=O)NCC(=O)Nc2ccc(F)cc2)CC1	3
-1	-9	5	-4	-1	2	-0.5	1	5	O=C(O)CCn1c(=O)n(CCC(=O)O)c(=O)n(CCC(=O)O)c1=O	5
2	10	5	0	-1	-27	-0.2	-3	-5	O=C1N(Cc2ccccc2)c2ccc(Cl)cc2C12OCCO2	1
3	-1	2	-1	-2	4	-0.2	-3	-5	O=c1[nH]c(SCc2cccc(F)c2)nc2c1CCCC2	3
2	3	0	-1	2	3	-0.1	0	-4	Cc1ccccc1CNC(=O)c1csc([C@@H]2O[C@H](CO)[C@@H](O)[C@H]2O)n1	6
-5	-2	5	-3	0	5	0.2	15	-2	CCOC(=O)c1cc2sccc2n1CC(=O)C(C)(C)C	0
-5	3	2	-2	1	4	0.7	-1	-8	CCn1c(SCC(=O)NC2CC2)nc2ccccc21	-5
9	-3	-1	-3	-1	-1	0.1	1	1	O=C(NCc1ccccc1)C1CC2CCCC(C1)C2=O (configuration not stated)	-3
1	-2	5	0	-2	0	-0.1	2	-15	O=C1c2ccccc2C(Nc2ccc3c(c2)OCCO3)N1Cc1ccco1 (configuration not stated)	-5

Among those listed so far, two contain fluorine.
DDE Tn7 FP inh	ASAP1 GAP inh	DDE Tn6 FP inh	ADAM17 inh	PLC-gamma1 inh	PLCb3 inh	KLK7 zymogen act	UHRF1 MBD2 ctr	ARFGAP1 inhibitor	Structure	MBD2 inh
6	-5	-1	-1	1	-6	0.2	-2	6	N[C@@H](Cc1ccccc1)C(=O)N1CCC(C(=O)NCC(=O)Nc2ccc(F)cc2)CC1	3
3	-1	2	-1	-2	4	-0.2	-3	-5	O=c1[nH]c(SCc2cccc(F)c2)nc2c1CCCC2	3

(list continues)
DDE Tn7 FP inh	ASAP1 GAP inh	DDE Tn6 FP inh	ADAM17 inh	PLC-gamma1 inh	PLCb3 inh	KLK7 zymogen act	UHRF1 MBD2 ctr	ARFGAP1 inhibitor	Structure	MBD2 inh
0	4	-1	-2	2	3	0.3	1	-7	NS(=O)(=O)c1ccc(NC(=O)CSc2n[nH]c(=O)n2C2CC2)cc1	-6
-10	-4	2	-2	1	-1	-0.5	-3	-5	Cc1c(NC(C)c2cc(Cl)ccc2O)c(=O)n(-c2ccccc2)n1C (configuration not stated)	-6
-2	3	3	-131	-141	-218	2.4	-1	-2	COc1cccc(N(C(=O)c2snc(C(N)=O)c2N)C(C(=O)NCC2CCCO2)c2ccc3ncccc3c2)c1 (configuration not stated)	2
3	-9	2	-6	1	-9	0.0	1	-2	COc1ccc(C(C(=O)NC2CCCC2)N(CCO)C(=O)Cn2nnc(-c3ccc(C)o3)n2)cc1OC (configuration not stated)	7
-3	13	1	-422	i	i	21*	0	-3	COc1ccc(-c2cc(C(=O)n3cnc4ccccc43)c3ccccc3n2)cc1	-2
-5	4	-8	-1	0	5	-0.1	-3	6	CCOC(=O)CN(C(=O)CSc1nnc(COc2ccc(OC)cc2)n1C)c1ccccc1	0
0	-9	6	-1	2	3	0.2	-1	-4	CCOCCCNC(=O)C1CCN(C(=O)Nc2ccc(C)cc2)CC1	-4
-6	-5	1	3	-1	-5	-0.2	-1	0	CCOc1ccc(-n2c(C)c(C(=O)O)c3cc(OC)ccc32)cc1	1
1	.	-3	4	0	2	0.3	-2	.	COC(=O)[C@]12C[C@H](CC(=O)N3CCSCC3)C(=O)N(Cc3ccco3)C1=C[C@H](C(C)C)O[C@@H]2C1CC1	2
2	-2	-1	-4	-8	-14	0.9	-4	6	CC(=O)C1=NN(c2ccccc2)C(c2cccs2)N1c1ccc(N(C)C)cc1 (configuration not stated)	-8

(cont.)
DDE Tn7 FP inh	ASAP1 GAP inh	DDE Tn6 FP inh	ADAM17 inh	PLC-gamma1 inh	PLCb3 inh	KLK7 zymogen act	UHRF1 MBD2 ctr	ARFGAP1 inhibitor	Structure	MBD2 inh
5	-3	10	0	1	-1	-0.2	0	3	Cc1c(CCOC(=O)C23CC4CC(CC(C4)C2)C3)sc[n+]1Cc1ccccc1	2
-4	-10	18*	-31	-285	-357	14*	-10	4	c1ccc2c(c1)CCN(C1=Nc3cccc4cccc1c34)C2	-4
4	-4	-4	-1	0	1	0.6	2	-2	Cc1ccc(-c2nnn(CC(=O)N(CC(=O)NC3CCCCC3)c3cccc(F)c3)n2)o1	-4
8	-4	9	2	0	-7	0.2	-1	-4	Cc1ccc(CNS(=O)(=O)c2ccc3c(c2)NC(=O)C(C)S3)cc1 (configuration not stated)	-2
6	-1	5	-3	-2	-8	-0.2	3	-1	CN(CC(=O)NC1CCCCCC1)S(=O)(=O)c1ccc2c(c1)n(C)c(=O)c(=O)n2C	2
1	4	-2	2	1	-1	0.1	-2	-6	O=C(N/N=C1\CC2CC=CC12)c1ccccc1Cl (configuration not stated)	0
-2	-8	0	-9	-1	-6	-0.5	1	7	COc1ccc(-n2cc(CNC3CCN(C)CC3)c(-c3cccc(F)c3)n2)cc1	-2
-1	4	-5	-7	0	-1	-0.2	-1	2	O=C(N1CCCCCC1)N1CCN(S(=O)(=O)N2CCCCC2)CC1	2
1	-4	-3	-1	2	-1	0.2	-1	-12	C/C(=N\OCC(=O)O)c1ccc(Cl)cc1	-2
4	-4	-5	-4	-44	-76	3.2	2	3	C=CCOc1cccc(C2C(C(=O)c3cc4ccccc4o3)=C(O)C(=O)N2c2cc(C)on2)c1 (configuration not stated)	4

Later entries
DDE Tn7 FP inh	ASAP1 GAP inh	DDE Tn6 FP inh	ADAM17 inh	PLC-gamma1 inh	PLCb3 inh	KLK7 zymogen act	UHRF1 MBD2 ctr	ARFGAP1 inhibitor	Structure	MBD2 inh
4	-1	0	-2	0	-2	-0.5	3	-7	CCn1cc(C(=O)NC2CCCCC2)c(=O)c2ccc(C)nc21	3
-4	-2	-1	10*	2	5	0.0	7	6	COc1cc2cc(Br)cc(Br)c2nc1C	3
3	-13	-2	0	-2	-5	0.3	1	-1	O=C(COc1ccc(F)cc1Br)Nc1ccccc1N1CCOCC1	-3
-7	3	8	-1	0	-3	0.0	4	4	Cc1ccc(S(=O)(=O)N2CCCc3nc(-c4ccc(Br)cc4)ccc32)cc1	-3
2	-1	1	-1	-2	1	-0.9	7	11	COc1ccc(CCN(Cc2cc3ccc(C)cc3n3nnnc23)C(C)=O)cc1OC	3
-7	2	-14	1	0	-5	-0.1	2	5	O=C(NNC(=O)c1ccc(Br)s1)c1csc(N2CCOCC2)n1	0
0	-7	7	-70	-5	-2	-0.3	-1	2	CC(=O)n1c2ccccc2c2c1c1ccccc1n2C	-6
-1	5	4	-2	-1	-3	0.2	-2	28*	CCOc1cc(/C=N/n2c(C)nnc2C)ccc1O	0
-4	6	-6	-1	3	-2	0.2	2	3	COc1ccc(CN(CC2CCC(C(=O)O)CC2)C(=S)Nc2cc(C)ccc2C)cc1 (configuration not stated)	-2
5	2	7	2	4	-14	-0.1	-1	12	Cc1ccc(S(=O)(=O)N2c3ccccc3OCC2C(C)(C)C)cc1 (configuration not stated)	4

(further entries)
DDE Tn7 FP inh	ASAP1 GAP inh	DDE Tn6 FP inh	ADAM17 inh	PLC-gamma1 inh	PLCb3 inh	KLK7 zymogen act	UHRF1 MBD2 ctr	ARFGAP1 inhibitor	Structure	MBD2 inh
-1	-3	2	3	2	1	0.2	0	-6	CCCCCC(=O)N1C[C@@H](O)[C@H](n2cc(-c3ccc(F)cc3)nn2)C[C@@H]1c1ccc(C)cc1	1
5	-12	0	2	2	-6	0.1	-3	-12	CCN(C(=O)COC(=O)c1ccco1)c1c(N)n(Cc2ccccc2)c(=O)[nH]c1=O	-3
10	-8	-8	-4	0	0	-0.2	3	3	Cc1[nH]nc2c1/C(=N/O)CC(c1ccccc1)C2 (configuration not stated)	2
5	3	-5	-3	1	4	1.0	0	4	O=C(c1ccccc1)N1CCN(S(=O)(=O)c2cccc(NS(=O)(=O)c3ccccc3)c2)CC1	2
-1	-3	3	-4	4	-5	0.2	0	-6	O=C(c1ccc(Cl)c(S(=O)(=O)N2CCCC2)c1)N1CCCC(C(F)(F)F)C1 (configuration not stated)	-6
0	8	-3	-5	0	-5	-0.5	1	3	CCOc1ccc(CCNC(=O)COC(=O)c2cc(OC)cc(OC)c2)cc1OCC	2
8	-7	7	-3	0	0	-0.2	6	-18	COc1ccc(N2C(=O)CC(N3CCN(C(=O)c4ccco4)CC3)C2=O)cc1 (configuration not stated)	0
-8	-7	6	3	4	1	0.5	1	2	O=C1NC(c2cccc([N+](=O)[O-])c2)=CCN1c1ccccc1O	-5
-6	-3	-1	-9	-380	-495	0.5	-6	-4	COc1ccccc1/C=C1\Cc2ccccc2C1=O	0
4	-3	2	0	0	-3	-0.5	-6	-5	Cc1ccc(/C=N/NC(=O)c2nnn(-c3nonc3N)c2CSc2ccccc2)cc1	3

Entries listed above printed as active in ADAM17 inh:
DDE Tn7 FP inh	ASAP1 GAP inh	DDE Tn6 FP inh	ADAM17 inh	PLC-gamma1 inh	PLCb3 inh	KLK7 zymogen act	UHRF1 MBD2 ctr	ARFGAP1 inhibitor	Structure	MBD2 inh
-4	-2	-1	10*	2	5	0.0	7	6	COc1cc2cc(Br)cc(Br)c2nc1C	3

(listing goes on)
DDE Tn7 FP inh	ASAP1 GAP inh	DDE Tn6 FP inh	ADAM17 inh	PLC-gamma1 inh	PLCb3 inh	KLK7 zymogen act	UHRF1 MBD2 ctr	ARFGAP1 inhibitor	Structure	MBD2 inh
-2	-5	3	-1	-2	-2	-0.1	3	9	CCNC(=O)N1CCCC(C(=O)c2ccc(C(F)(F)F)cc2)C1 (configuration not stated)	-1
-2	-13	8	-3	1	-8	-0.7	-2	19	Cc1cc(C)cc(NC(=O)CCNS(=O)(=O)c2cc(Br)cnc2N)c1	0
-4	-16	-3	-2	6	0	0.9	1	-7	Cc1cc2oc(=O)cc(CSc3nc(N)cc(N)n3)c2cc1C	-2
1	.	2	0	-1	-1	0.7	-3	.	N#CCC[C@H]1CC[C@]2(CCCN(C(=O)c3ccc4ccccc4n3)C2)O1	-3
1	16	-5	1	2	3	-0.5	-6	10	COc1ccc(C(=O)NC(=S)Nc2ccccc2N2CCCCC2)cc1[N+](=O)[O-]	-6
